# Bioassay records (PubChem)
# mcGAS lum: inhibitors of mouse cGAS; Q8C6L5; recombinant cGAS, Kinase-Glo ATP depletion luminescence; inhibition, % at 12.5 µM; 160,000 tested, 0.15% active;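 also: 0% = negative control wells and 100% = reference inhibitor with no enzyme activity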
# hcGAS inh: inhibitors of human cGAS; Q8N884; recombinant h-cGAS, ATP depletion, Kinase-Glo luminescence; inhibition, % at 12.5 µM; 290,000 tested, 0.081% active;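 also: 0% = vehicle reaction and 100% = reaction without DNA for no activity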
# Target sequence (Q8N884 whole entry, looked up): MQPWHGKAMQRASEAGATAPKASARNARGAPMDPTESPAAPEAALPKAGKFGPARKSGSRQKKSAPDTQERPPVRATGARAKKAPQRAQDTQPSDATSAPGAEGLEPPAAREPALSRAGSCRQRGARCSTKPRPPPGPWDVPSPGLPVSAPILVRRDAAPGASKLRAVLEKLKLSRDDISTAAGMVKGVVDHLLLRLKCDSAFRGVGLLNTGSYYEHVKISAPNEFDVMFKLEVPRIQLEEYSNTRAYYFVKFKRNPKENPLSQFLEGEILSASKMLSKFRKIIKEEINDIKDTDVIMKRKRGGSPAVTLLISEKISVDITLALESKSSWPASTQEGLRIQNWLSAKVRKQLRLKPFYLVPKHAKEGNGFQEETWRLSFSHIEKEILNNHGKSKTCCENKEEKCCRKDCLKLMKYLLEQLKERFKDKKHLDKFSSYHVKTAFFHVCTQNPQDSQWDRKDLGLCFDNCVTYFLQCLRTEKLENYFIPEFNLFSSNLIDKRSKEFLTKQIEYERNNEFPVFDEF
# NPYLR7 ag: mosquito NPYLR7 agonism | HEK293T NPYLR7/Galpha15, GCaMP6s calcium fluorescence | activation, % at 10 µM | 270,000 tested, 0.15% active | AID 1259423; in the data active = activation above about 40%;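 also: 0% = vehicle and 100% = reference agonist at the receptor; some compounds past the cut are filed as inactive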
# * = called active by the depositor; . = not tested or not shown; & = joins results of further samples. Rule as the data show it, unless noted: active = inhibition above about 40%; inactive = the rest.
# Values in the order: mcGAS lum | hcGAS inh | NPYLR7 ag
> COc1ccc(NC(=O)C(C)n2ccnc2)cc1Br (stereo not given)
 : . | -12 | 2
> CCc1c(C)nn(-c2ccc(C(=O)Nc3cccc(-c4ccnc(C)n4)c3)cc2)c1C
 : -3 | -3 | -19
> Cc1ccc(Cc2nsc(N(CC(=O)NC(Cc3ccccc3)c3ccccc3)Cc3ccccc3)n2)cc1 (stereo not given)
 : -5 | -3 | .
> COCCn1ccc2nc3ccn(-c4ncn[nH]4)c(=O)c3cc2c1=O
 : . | -6 | 3
> O=[N+]([O-])c1cccc2nc(C=Cc3cc4ccccc4nc3N3CCOCC3)ccc12
 : . | 0 | -1
> COc1ccc(N2C(=O)CSC2c2ccc3c(c2)OCO3)cc1OC (stereo not given)
 : . | 2 | -6
> Cc1oc(-n2cccc2)c(C#N)c1C(=O)N1CCC(C)CC1
 : . | -7 | 4
> COc1ccccc1CCc1nnc(CCC(=O)N2CCCC2c2ccc(F)cc2)o1 (stereo not given)
 : -13 | -6 | 10
> O=C(Nc1ccc(OCc2cn3ccccc3n2)cc1)C1CCOC1 (stereo not given)
 : -16 | -8 | 15
> Cc1ccc(C(=O)COC(=O)c2sc(-c3ccccc3)nc2C)cc1
 : . | -4 | 7
> NC(=O)COc1ccc(CN2CC[C@@]3(O)CCCC[C@H]3C2)cc1Cl
 : . | -2 | -1
> CCOC(=O)c1c(NC(=O)Cn2nc(C)c([N+](=O)[O-])c2C)sc2c1CCC(C)C2 (stereo not given)
 : -4 | -4 | -2
> CC(=O)c1c(C)cc(C)c(-c2nccn2CCc2n[nH]c(=O)[nH]2)c1C
 : -12 | -10 | .
> CCOC(=O)c1sc2nc(C)nc(NCC(C)C)c2c1C
 : . | -1 | -4
> CCc1c(C2CCN(C(=O)NC3CCCCC3)CC2)noc1N
 : -7 | -11 | .
> Clc1ccc(C2=Nc3nc(-c4ccccc4)nn3C(c3ccc4c(c3)OCO4)C2)cc1 (stereo not given)
 : . | -5 | 6
> COC(=O)Cn1c(CN2CC(C)CC(C)C2)nc2c1c(=O)n(C)c(=O)n2C (stereo not given)
 : -4 | -4 | 3
> CCC(C)n1c(=S)[nH]c2sc3c(c2c1=O)CCCCC3 (stereo not given)
 : -1 | -1 | 9
> O=C(NC1CC(=O)N(C2CCCCCC2)C1)c1cnccn1 (stereo not given)
 : . | 4 | 2
> C#Cc1cccc(N(CC)Cc2csc(CS(C)(=O)=O)n2)c1
 : . | -15 | 7
> CCC(C)(C)C1CCC(=O)C(C2(O)C(=O)Nc3ccccc32)C1 (stereo not given)
 : -4 | -2 | 18
> CCCN(CCC)C(=O)c1cc2c(=O)n3ccccc3nc2s1
 : . | -2 | 4
> O=C(NCCc1ccc2c(c1)OCO2)c1cccc(S(=O)(=O)N2CCOCC2)c1
 : . | 0 | 1
> CCOc1ccc2nc(SCc3noc(C4CC4)n3)[nH]c2c1
 : -11 | -1 | 0
> Cc1ccc(C2(c3noc(COc4cccnc4N)n3)CCCC2)cc1
 : -10 | -5 | 5
> COCCC(=O)NCc1cccnc1N1CCCC(O)C1 (stereo not given)
 : . | 2 | -4
> COc1cn(CC(=O)NCc2ccc(F)cc2)c(CN2CCN(C(C)=O)CC2)cc1=O
 : -6 | -4 | 3
> CN(CC(=O)NC1CC1)C(=O)c1ccc(Cl)c(Cl)c1
 : -6 | -13 | 6
> COc1cc(-c2nc(C=Nc3ccc(Cl)cc3Cl)c(O)o2)cc(OC)c1OC
 : . | -8 | -2
> C=CC(C)(O)CNc1ccc(-n2nc(OCCOCC)nc2-c2ccc(C(F)(F)F)cc2)cc1 (stereo not given)
 : -5 | -5 | 12

# Some of the entries so far, tab-delimited.
SMILES	mcGAS lum	hcGAS inh	NPYLR7 ag
CCOC(=O)c1c(NC(=O)Cn2nc(C)c([N+](=O)[O-])c2C)sc2c1CCC(C)C2 (stereo not given)	-4	-4	-2
CC(=O)c1c(C)cc(C)c(-c2nccn2CCc2n[nH]c(=O)[nH]2)c1C	-12	-10	.
CCOC(=O)c1sc2nc(C)nc(NCC(C)C)c2c1C	.	-1	-4
CCc1c(C2CCN(C(=O)NC3CCCCC3)CC2)noc1N	-7	-11	.
Clc1ccc(C2=Nc3nc(-c4ccccc4)nn3C(c3ccc4c(c3)OCO4)C2)cc1 (stereo not given)	.	-5	6
COC(=O)Cn1c(CN2CC(C)CC(C)C2)nc2c1c(=O)n(C)c(=O)n2C (stereo not given)	-4	-4	3
CCC(C)n1c(=S)[nH]c2sc3c(c2c1=O)CCCCC3 (stereo not given)	-1	-1	9
O=C(NC1CC(=O)N(C2CCCCCC2)C1)c1cnccn1 (stereo not given)	.	4	2
C#Cc1cccc(N(CC)Cc2csc(CS(C)(=O)=O)n2)c1	.	-15	7
CCC(C)(C)C1CCC(=O)C(C2(O)C(=O)Nc3ccccc32)C1 (stereo not given)	-4	-2	18
CCCN(CCC)C(=O)c1cc2c(=O)n3ccccc3nc2s1	.	-2	4
O=C(NCCc1ccc2c(c1)OCO2)c1cccc(S(=O)(=O)N2CCOCC2)c1	.	0	1
CCOc1ccc2nc(SCc3noc(C4CC4)n3)[nH]c2c1	-11	-1	0
Cc1ccc(C2(c3noc(COc4cccnc4N)n3)CCCC2)cc1	-10	-5	5
COCCC(=O)NCc1cccnc1N1CCCC(O)C1 (stereo not given)	.	2	-4
COc1cn(CC(=O)NCc2ccc(F)cc2)c(CN2CCN(C(C)=O)CC2)cc1=O	-6	-4	3
CN(CC(=O)NC1CC1)C(=O)c1ccc(Cl)c(Cl)c1	-6	-13	6
COc1cc(-c2nc(C=Nc3ccc(Cl)cc3Cl)c(O)o2)cc(OC)c1OC	.	-8	-2
C=CC(C)(O)CNc1ccc(-n2nc(OCCOCC)nc2-c2ccc(C(F)(F)F)cc2)cc1 (stereo not given)	-5	-5	12

# Returning to the listing, repeating the two entries before the break.
# Values in the order: mcGAS lum | hcGAS inh | NPYLR7 ag
> COc1cc(-c2nc(C=Nc3ccc(Cl)cc3Cl)c(O)o2)cc(OC)c1OC
 : . | -8 | -2
> C=CC(C)(O)CNc1ccc(-n2nc(OCCOCC)nc2-c2ccc(C(F)(F)F)cc2)cc1 (stereo not given)
 : -5 | -5 | 12
> Cc1ccc(-c2cn[nH]c2C2CCCN(C(=O)CCn3cnnn3)C2)cc1 (stereo not given)
 : . | -5 | 22
> Cc1nn(C(=O)CNS(=O)(=O)c2ccccc2)c(C)c1Sc1ccc(Cl)cc1
 : . | -11 | 8
> CC(CC(=O)Nc1ccccc1)NC(C)c1cccc(Br)c1 (stereo not given)
 : . | -4 | -5
> N#Cc1ccc(C=NN=C(N)N)cc1
 : 2 | 0 | 3
> CNC(=O)c1ccc(Cn2c(=O)c3cc(OC)c(OC)cc3n(Cc3cccc(C)c3)c2=O)cc1
 : -4 | -5 | 5
> O=C(c1cn(-c2ccccc2C(F)(F)F)nn1)N1CCCN(CC2CCCO2)CC1 (stereo not given)
 : . | -11 | 5
> CN(CCCC1CCCO1)Cc1cc2n(n1)CCNC2 (stereo not given)
 : . | 2 | 2
> COc1ccc(S(=O)(=O)Oc2ccc(CN(CC3CCCO3)C(=O)c3ccccc3Cl)cc2)cc1 (stereo not given)
 : -7 | -3 | 7
> CCN(CC)CCn1c2c(c(SCC(=O)Nc3cccc4ccccc34)nc1=O)CCCC2
 : 1 | -1 | -1
> N#Cc1ccc(OCCn2nccc2-c2ccncc2)cc1
 : . | -4 | 7
> CCN(/C=C(/Br)C(=O)C(F)(F)F)CC
 : . | -10 | 10
> COc1cccc(CN2CCN(CC3CCOC(C)(C)C3)CC2=O)c1 (stereo not given)
 : -11 | -6 | 5
> CCOC(=O)c1c(C)n(-c2ccc(Cl)cc2)c2c1cc(O)c1ccccc12
 : -5 | -10 | 0
> COc1ccc(NC(=O)c2ccc(CN3CCC[C@@H]3C(N)=O)cc2)cn1
 : . | -2 | 8
> CCC(C)(Cn1c(=O)[nH]c2cc(Cl)ccc2c1=O)N1CCOCC1 (stereo not given)
 : . | -9&-4 | -25&9
> COC(=O)c1ccc(NC(=O)CSc2nc(=O)n3ccccc3n2)cc1
 : 0 | 0 | 1
> Cc1cc(N2CCCN(Cc3cc(-c4ccccc4)no3)CC2)ccn1
 : . | -7 | -4
> CCOc1ccc(C2=NC(=Cc3ccsc3)C(=O)O2)cc1
 : -6 | -7 | 3
> O=C(N[C@H](CO)[C@H](O)c1ccc([N+](=O)[O-])cc1)C(Cl)Cl
 : -4 | -2 | -6
> CCCCCCSc1nc(-c2ccc(OC)cc2)cc(-c2ccccc2)c1C#N
 : -7 | -3 | 2
> O=c1c2cnc3ncnn3c2ccn1CCc1c[nH]c2ccc(Cl)cc12
 : . | -7 | 4
> OCc1ccccc1-c1nc(NCC2CC2)nc2ccsc12
 : . | -9 | 4
> COCC(=O)N(Cc1ccc(OS(=O)(=O)c2ccc(F)cc2)cc1)CC(C)C
 : 1 | -1 | -10
> C=CCOCC(O)CN(CCc1nc(-c2ccc(C)c(Cl)c2)no1)Cc1ccco1 (stereo not given)
 : -3 | -3 | 14
> COCCNC(=O)C(NC(=O)c1cccc(OC)c1)C1CCN(C(=O)c2ccc(OC)cc2)CC1 (stereo not given)
 : -7 | -4 | 7
> CC(C)(C)c1cc2nc(-c3ccccc3F)cc(C(=O)N3CCN(c4cccc(C(F)(F)F)c4)CC3)n2n1
 : -10&-1 | -11&5 | -9&-4
> CCCOC1CCCN(C(=O)c2cc(-c3ccc(C)s3)[nH]n2)C1 (stereo not given)
 : . | -7 | 3
> COC(=O)CCCC(=O)N1CCC(Cc2ccc(F)cc2)CC1
 : -6 | -5 | 3
> CSc1ccc(CN2CCC2(C)C(=O)NCC2CCCCC2)cc1 (stereo not given)
 : . | -10 | 2
> C=CCOCC(O)CN(Cc1c(-c2ccccc2)noc1N1CCCCC1)CC1CCCO1 (stereo not given)
 : -6 | -3 | 9
> CNC(=O)C(C)CNc1nccc(C2CCCC2)n1 (stereo not given)
 : -10 | -8 | 7
> CC(C)N(CC(=O)N(CCc1c[nH]c2ccccc12)Cc1ccc(C(F)(F)F)cc1)C(=O)C1C[C@H]1c1ccccc1 (stereo not given in full)
 : -3 | -5 | 5
> O=c1c2cc3c(=O)n(-c4ccccn4)ccc3nc2ccn1CC1CCCO1 (stereo not given)
 : . | -8 | 2
> Cc1ccc2nc(C(NC3CCSCC3)C(C)C)[nH]c2c1 (stereo not given)
 : 3 | 3 | 4
> COc1cccc(CSc2nnc(C(C)NC(=O)c3ccc(Cl)cc3Cl)n2-c2ccc([N+](=O)[O-])cc2)c1 (stereo not given)
 : -5 | -5 | -3
> O=C(CNC(=O)c1cccc(Br)c1)N=Nc1c(O)[nH]c2ccccc12
 : -5 | -6 | 14
> C[C@@H]1CN(c2ccnc(C(=O)NCc3cn4ccccc4n3)c2)C[C@H](C)O1
 : . | -3 | 4
> CCOC(=O)c1c(NC(=O)c2ccc(Br)cc2)sc(C(=O)Nc2cccc(Cl)c2)c1C
 : -6 | -3 | 4
> O=C(C1CCCCC1)N(Cc1ccccn1)c1nc2ccccc2s1
 : -8 | -9 | -5
> COc1ccc(-c2nnc(SCc3ccccc3)n2-c2ccc(C)cc2)cc1
 : -1 | -1 | .
> CCOC(=O)c1c(NC(=O)CSc2nnc3sc4ccccc4n23)sc(C(=O)OC)c1C
 : -5 | -6 | 0
> Cc1nnc(CN(C)Cc2cn(-c3ccccc3)nc2-c2ccc3c(c2)OCO3)o1
 : . | -9 | 24
> CCOC(=O)c1sc(NC(=O)c2ccco2)nc1-c1ccccc1
 : 1 | 2 | 16
> O=C(Cc1nc2ccccc2[nH]1)NC1CCCN(Cc2cccnc2)C1 (stereo not given)
 : -10 | -10 | .
> Cc1noc(C)c1C(=O)NCC1CCN(c2ccc(OC(F)(F)F)cc2)C1 (stereo not given)
 : . | -10 | 5
> O=C(CSc1nc(=O)n(CCCN2CCOCC2)c2c1CCC2)Nc1nccs1
 : -7 | -3 | -3
> Cc1nonc1CN(C)Cc1cn(-c2ccccc2)nc1-c1ccc2c(c1)OCO2
 : -14 | -2 | 7
> CCCC(NCc1nc2cc(Cl)ccc2c(=O)[nH]1)c1ccccc1 (stereo not given)
 : -5 | -5 | 8
> COCC(=O)Nc1ccc(N2CCN(C(=O)c3ccc(F)c(F)c3)CC2)nc1
 : -9 | -9 | 4
> CC(C)[C@H](NC(=O)c1ccc(Br)cc1)c1nnc2c(C(F)(F)F)cccn12
 : -4 | -6 | -1
> O=C(NCCNc1ccc([N+](=O)[O-])cn1)C1CC=CCC1C(=O)N1CCc2c([nH]c3ccccc23)C1 (stereo not given)
 : -2 | -6 | -8
> CCC(=O)N1CCC1(C)C(=O)NS(=O)(=O)c1ccc(OC)cc1 (stereo not given)
 : . | -14 | 2
> O=C(NCc1ccco1)N1CCN(C(c2ccccc2)c2ccccc2)CC1
 : -5 | 1 | -4
> COC(=O)[C@@H]1CCCN1Cc1nc(-c2cc(OC)c3c(c2)OCO3)oc1C
 : 0 | -2 | -14
> Cc1cc(C(=O)N(C)Cc2snnc2C)c2c(C)noc2n1
 : -12 | -6 | .
> COc1cccc(-c2nc3ccccn3c2NC(=O)C(Cl)Cl)c1
 : -6 | -6 | -8
